BAZ2B block – blocks human BAZ2B | AlphaScreen BAZ2B-H3K14Ac peptide displacement | 360,000 tested, 4.4% active | Q9UIF8 | Potency, µM (highest dose often 114 µM), for the others: at the highest dose activity change, negative = inhibition, usual class: inhibitors; further: on the % scale 0 is the no-effect control and ±100 the full control effect; nearly all actives have a fitted effect of over 60% in size
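In this displacement format the biotinylated H3(5-23) peptide acetylated at Lys14 serves as ligand at 50 nM, with BAZ2B at 50 nM in PBS pH 7.4 containing 0.01% Tween-20. Donor and acceptor beads are 10 ug/mL final.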
HP1b binding inh – blocks HP1-beta chromodomain binding to methylated histone tails. P83916. AlphaScreen HP1-beta / biotin-H3K9me3 peptide binding. Potency, µM (doses to about 114 µM), without a hit: at the highest dose activity change, negative = inhibition, hits mostly inhibitors. 390,000 tested, 0.56% active; further: nearly all actives have a fitted effect of over 70% in size; inactives centre near 23
Target sequence (P83916 whole entry, looked up): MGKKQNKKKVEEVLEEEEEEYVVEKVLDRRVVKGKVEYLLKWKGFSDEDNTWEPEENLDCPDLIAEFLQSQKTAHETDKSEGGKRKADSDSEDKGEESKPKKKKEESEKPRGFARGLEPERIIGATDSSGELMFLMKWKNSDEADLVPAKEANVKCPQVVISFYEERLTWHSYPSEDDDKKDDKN
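HP1-beta protein (50 nM final) preincubated 30 min at room temperature with biotinylated H3(1-18)K9me3 peptide (50 nM) in PBS pH 7.4, 0.01% Tween-20, then compound added for 30 min. AlphaScreen streptavidin donor/nickel chelate acceptor beads (10 ug/mL final), 30 min dark, luminescence read.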
BLM inh – inhibitors of human Bloom syndrome helicase BLM; P54132; recombinant BLM DNA unwinding, fluorescence dequenching; Potency, µM (series often up to 56.1 µM), inactives show at the top dose activity change, negative = inhibition, hits mostly inhibitors; 350,000 tested, 0.2% active;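 further: plate controls were vehicle for no effect and no enzyme for full effect; nearly all actives have a fitted effect of over 35% in size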
G9a block – G9a (human) methyltransferase inhibition; Q96KQ7; 350,000 tested, 8.8% active; G9a H3K9 monomethylation, AlphaScreen, 2 h; Potency, µM (titrated, usually from 102 µM), without a hit: top-dose activity, negative = inhibition, actives largely listed as inhibitors; further: on the % scale 0 is the no-effect control and ±100 the full control effect; nearly all actives have a fitted effect of over 75% in size
Target sequence (Q96KQ7 913-1193 limits assumed): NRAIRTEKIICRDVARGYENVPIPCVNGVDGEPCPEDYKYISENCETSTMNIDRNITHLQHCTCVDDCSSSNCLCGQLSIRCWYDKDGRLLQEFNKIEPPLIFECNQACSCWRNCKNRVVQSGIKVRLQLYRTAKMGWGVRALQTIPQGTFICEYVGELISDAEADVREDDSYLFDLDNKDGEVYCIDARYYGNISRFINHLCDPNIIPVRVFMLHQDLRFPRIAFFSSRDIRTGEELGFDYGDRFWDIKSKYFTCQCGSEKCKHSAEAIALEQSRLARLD
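Using a bead-based AlphaScreen, monomethylated H3K9 product from 2 h room-temperature reactions (G9a 20 nM, peptide 500 nM, SAM 20 uM) was detected with 0.5 ug/mL rabbit anti-H3K9me1 antibody.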
Pol iota inh – DNA polymerase iota (human) inhibition | Q9UNA4 | 390,000 tested, 1% active | Potency, µM (doses to about 115 µM), for inactives: at the top dose activity, negative = inhibition, actives largely listed as inhibitors | Pol iota fluorescent replication assay, 10 min
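Fluorescent replication assay read twice, at 0 min and 10 min after adding 50 nM (final) substrate. Enzyme (10 nM) and compounds were first incubated 15 min at room temperature; enzyme-free buffer wells were negative controls.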
JMJD2A Tudor inh – blocks the human JMJD2A Tudor domain | O75164 | AlphaScreen JMJD2A-Tudor / H3K4me3 peptide binding | Potency, µM (titrated, usually from 114 µM), inactives show at the highest dose activity change, negative = inhibition, hits mostly inhibitors | 390,000 tested, 4.4% active | AID 504339; further: on the % scale 0 is the no-effect control and ±100 the full control effect; nearly all actives have a fitted effect of over 50% in size
Pin1 inh – blocks the human prolyl isomerase Pin1; Q13526; Pin1 FP peptide displacement, HiFluor488, 10 min; Potency, µM (doses to about 115 µM), inactives show at the top dose activity, negative = inhibition, usual class: inhibitors; 390,000 tested, 0.009% active; active means well fitted inhibition curve with a large enough effect in the polarisation, with a control signal flat, not every such curve was filed as active; inconclusive means small, poorly fitted or top-dose-only effect, or effect the other way, or a change in a side signal; inactive means no such curve, though single readings can be large or run the other way; the % refers to the polarisation; further: on the % scale 0 is the no-effect control and ±100 the full control effect
Target sequence (Q13526 whole entry, looked up): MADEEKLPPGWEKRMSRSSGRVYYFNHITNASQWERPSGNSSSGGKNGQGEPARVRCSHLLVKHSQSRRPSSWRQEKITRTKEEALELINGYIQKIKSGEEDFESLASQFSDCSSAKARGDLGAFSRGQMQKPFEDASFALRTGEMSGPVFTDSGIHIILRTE
PGK inhibitor – blocks T. brucei phosphoglycerate kinase. 380,000 tested, 0.043% active. Potency, µM (doses to about 57.5 µM), for inactives: at the highest dose activity change, negative = inhibition, usual class: inhibitors. PGK/GAPDH coupled, Kinase-Glo luminescence, 60 min. AID 602233; further: on the % scale 0 is the no-effect control and ±100 the full control effect; nearly all actives have a fitted effect of over 60% in size
Target sequence (P07378 whole entry, looked up): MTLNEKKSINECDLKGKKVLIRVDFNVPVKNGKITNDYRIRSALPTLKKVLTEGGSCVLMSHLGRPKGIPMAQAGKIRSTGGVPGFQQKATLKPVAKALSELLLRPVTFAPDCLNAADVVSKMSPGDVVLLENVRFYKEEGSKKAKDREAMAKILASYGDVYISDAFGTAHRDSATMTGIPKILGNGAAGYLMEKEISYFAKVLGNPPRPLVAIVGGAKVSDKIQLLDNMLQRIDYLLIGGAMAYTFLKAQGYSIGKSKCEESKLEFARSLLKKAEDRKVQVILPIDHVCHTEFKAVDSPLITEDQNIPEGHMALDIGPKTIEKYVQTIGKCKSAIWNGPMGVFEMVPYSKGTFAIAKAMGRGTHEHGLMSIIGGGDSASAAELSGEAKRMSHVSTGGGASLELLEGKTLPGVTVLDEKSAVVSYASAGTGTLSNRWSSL
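Recombinant glycosomal PGK reaction used 1,3-bisphosphoglycerate generated in-well by GAPDH (100nM final) in 100mM TEA pH 7.6, 5mM MgCl2, 0.01% Tween-20. After 60 minutes at room temperature, ATP was read by Kinase-Glo Plus luminescence end-point.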
GLS inhibitor – glutaminase GLS (human) inhibition. GLS enzymatic activity, qHTS titration. AID 624170. Potency, µM (doses to about 45.5 µM), for the others: at the top dose activity change, negative = inhibition, actives largely listed as inhibitors. 410,000 tested, 0.21% active; further: on the % scale 0 is the no-effect control and ±100 the full control effect
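Human kidney-isoform GLS in 45 mM KH2PO4 pH 8.2, 0.02% Tween-20, with compound, started with 1mM L-Glutamine (added stock). Glutamate oxidase/HRP/Amplex red coupled fluorescence read at start and after 30 min at RT.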
The depositor's hits bear a star; i = inactive; ? = inconclusive; / = no result given; [ ] = remark or other dose. Unless noted, the call rests on the fitted dose curve; in most records, active means well fitted curve in the direction sought with a large enough effect; inconclusive means small, poorly fitted or top-dose-only effect, or another doubt; inactive means no such curve, though single readings can be large; an effect the other way counts as inactive or inconclusive. Potency means the concentration at half of the fitted maximal effect. An excerpt (hit frequency here may not be typical).

SMILES | BAZ2B block | HP1b binding inh | BLM inh | G9a block | Pol iota inh | JMJD2A Tudor inh | Pin1 inh | PGK inhibitor | GLS inhibitor
O=C(c1cccc(F)c1)N1CCN(c2ccc([N+](=O)[O-])c(N3CCCCC3)c2)CC1 | ? | -21.4% | -7.5% | 21.2%[0.501 µM] | -13.3% | ? | -7.4% | -3.4% | -1.4%
CN(C)c1ccc(C(CN)c2c[nH]c3ccccc23)cc1 (centres undefined) | 11.2µM* | ? | 0.5% | 31.6µM* | 28.1% | 35.5µM* | -1.6% | i | 17.3%
Cc1c(OCC(=O)N[C@@H](Cc2ccccc2)C(=O)O)ccc2c1oc(=O)c1ccccc12 | 8.0% | 17.3% | 4.1% | / | 4.1% | -16.3% | ? | 0.8% | ?
COc1ccccc1N1CCN(c2ncnc3c2nc2n3CCCC2)CC1 | -12.6% | 29.0% | 3.2% | -1.3%[59 µM] | 41.9% | -17.2% | -1.3% | -4.9% | 17.1%
Cc1ccc(C(=O)NCC(=O)OCc2nnc(-c3ccc([N+](=O)[O-])cc3)o2)s1 | -29.8% | 9.6% | / | 26.1%[12.7 µM] | ? | -19.3% | ? | 4.2% | 8.5%
COc1ccccc1N1CCN(Cc2nc(N)nc(Nc3ccccc3)n2)CC1 | -94.7% | 14.0% | -1.0% | 79.4µM* | -9.3% | 50.1µM* | 2.7% | 12.8% | 49.6%[activator]
CC(=O)Nc1cccc(/C(C)=N/NC(=O)c2ccccc2Cl)c1 | -0.8% | 23.0% | 3.0% | 39.7%[59 µM] | 25.9% | -0.7% | 0.5% | 3.3% | 1.2%
O=C(NC1CCCCC1)NC1(C(=O)NCCCN2CCOCC2)CCCCC1 | -18.7% | 66.1%[activator] | 0.9% | 0.6%[2.33 µM] | ? | -9.2%[11.4 µM] | 0.3% | i | -2.0%
COc1cccc(-c2ccc(C#N)c(SCC(=O)NCCc3ccc(Cl)cc3)n2)c1 | -1.5% | -1.5% | 0.5% | -3.0% | 14.8% | ? | 16.7% | -6.7% | 6.1%
Cc1ccccc1-n1nnnc1SCC(=O)N(C)C1CCS(=O)(=O)C1 (centres undefined) | / | 31.4% | 2.4% | 2.1% | 53.9%[activator] | 2.8% | -3.7% | 8.1% | -4.6%
COc1ccc(NC(=O)CSc2ccc([N+](=O)[O-])cc2)cc1S(=O)(=O)N1CCOCC1 | -9.5% | 7.8% | / | ? | 21.5% | ? | -2.0% | i | -3.2%
CC(C)(C)c1ccc(C(=O)NCC(=O)N2CCCC2)cc1 | -3.8% | 25.1% | 0.9% | 11.7% | -9.9% | 13.7% | 0.6% | -0.8% | -4.3%
Cc1ccc(N2CC(C(=O)Nc3ccc(S(=O)(=O)NCC4CCCO4)cc3)CC2=O)cc1C (centres undefined) | -0.4% | -19.8% | -6.0% | -0.4% | -13.0% | -16.1% | -3.1% | -6.9% | -9.0%
N#Cc1ccc(C(=O)Nc2nnc(-c3ccccn3)o2)cc1 | 8.91µM* | 16.2% | 2.3% | 50.1µM* | 4.6% | ? | -3.1% | -11.4% | 13.3%
S=C(Nc1ccc(Nc2ccccc2)cc1)NC1CCCCCC1 | 12.6µM* | ? | -15.1% | 15.8µM* | 21.4% | 20µM* | -4.0% | -0.1% | -3.3%
CCOC(=O)C1CCCN(C(=O)c2cc(=O)c3ccccc3o2)C1 (centres undefined) | 2.5% | 39.5%[activator] | 2.1% | -33.2%[12.7 µM] | 5.2% | 1.4% | -3.4% | -3.1% | 1.9%
CCCn1c(COc2cccc(C)c2)nc2ccccc21 | 18.8% | 97.2%[activator] | -1.6% | 8.1%[59 µM] | 6.3% | 67.1%[activator] | -7.1% | 9.6% | -2.2%
O=C(c1ccc(CS(=O)(=O)Cc2ccc(Cl)cc2)o1)N1CCCC1 | -6.0% | 9.9% | 0.0% | -28.6% | -13.7%[58.9 µM] | -6.0% | 1.6% | 1.8% | -2.4%
CCOCCCNC(=O)c1cc(=O)[nH]c2ccc(S(=O)(=O)N3CCCC3)cc12 | 4.7% | 53.4%[activator] | -5.9% | 1.2%[59 µM] | 13.8% | 2.7% | 0.0% | -9.4% | 4.9%
Cc1cc(NC(=O)c2n[nH]c(=O)c3ccccc23)ccc1Br | 4.5% | 25.1% | -1.8% | 4.3% | 26.9% | -7.7% | -9.8% | -1.1% | -0.7%
CCN(C(=O)c1cn(C)c(=O)c2ccccc12)c1ccccc1F | 3.5% | 25.1% | 1.2% | -1.9% | 144.5%[activator] | 0.0% | -4.3% | -5.1% | -19.6%
CCOc1ccc(S(=O)(=O)NCc2ccc(OC)cc2)c2cccnc12 | 1.4% | 46.9%[activator] | 2.3% | -1.3% | -3.9% | -9.9%[57.1 µM] | 2.2% | i | 6.5%
O=C(COc1ccccc1)N1CCN(S(=O)(=O)c2ccc(Br)cc2)CC1 | -4.0% | 32.5% | -1.9% | ? | ? | -1.2% | 1.8% | -1.0% | -0.6%
CCCC(=O)Nc1ccc2oc(-c3ccncc3)nc2c1 | 6.5% | 14.8% | 0.0% | 0.9% | 15.6% | -26.1% | -8.7% | -7.5% | -0.9%
Cc1nnc(SCC(=O)Nc2ncc3c(n2)CCCC3=O)s1 | 2.2% | 31.9% | -10.9% | -7.8% | 4.4% | -5.3% | -5.5% | 1.4% | -9.2%

2 records drawn at random from those above, as already listed:
SMILES | BAZ2B block | HP1b binding inh | BLM inh | G9a block | Pol iota inh | JMJD2A Tudor inh | Pin1 inh | PGK inhibitor | GLS inhibitor
S=C(Nc1ccc(Nc2ccccc2)cc1)NC1CCCCCC1 | 12.6µM* | ? | -15.1% | 15.8µM* | 21.4% | 20µM* | -4.0% | -0.1% | -3.3%
Cc1ccccc1-n1nnnc1SCC(=O)N(C)C1CCS(=O)(=O)C1 (centres undefined) | / | 31.4% | 2.4% | 2.1% | 53.9%[activator] | 2.8% | -3.7% | 8.1% | -4.6%

Continued.
SMILES | BAZ2B block | HP1b binding inh | BLM inh | G9a block | Pol iota inh | JMJD2A Tudor inh | Pin1 inh | PGK inhibitor | GLS inhibitor
O=C(Nc1ccc2oc(-c3ccc4ccccc4c3)nc2c1)c1ccccc1F | -8.1% | 29.0% | -3.2% | -7.3%[59 µM] | 12.2% | -6.3% | 2.6% | i | -0.7%
O=C(CSc1nc2c([nH]c3ccccc32)c(=O)n1-c1ccccc1)Nc1ccccc1C(F)(F)F | 2.0% | 21.1%[57 µM] | -3.8% | 13.5%[59 µM] | -7.0% | -16.8% | -4.1% | i | -7.9%
O=C(c1ccc(CS(=O)(=O)c2ccc(Br)cc2)o1)N1CCN(c2ncccn2)CC1 | 11.4% | 68.8%[activator] | -1.7% | 8.9% | 13.3% | -9.7% | 3.1% | i | -1.0%
CCN(C(=O)CSc1nnc(NC2CCCCC2)s1)C1CCS(=O)(=O)C1 (centres undefined) | 10.1% | 25.8% | -2.6% | ? | -1.3% | -5.1% | -3.9% | i | 2.9%
COc1ccc(OC)c(NC(=O)c2ccc(CN(c3cc(Cl)ccc3C)S(=O)(=O)c3ccccc3)cc2)c1 | -8.9% | 7.7% | -6.8% | -38.8% | 19.1% | -1.8% | -0.4% | 0.1% | 7.6%
Cc1cccc(NC(=O)CN2C(=O)C(c3ccc(F)cc3)=NC23CCCCCC3)c1 | -3.7% | 74.8%[activator] | -7.9% | 37.8%[59 µM] | 10.4% | -4.0% | 2.8% | / | 7.4%
O=c1oc2c3c4c(cc2c(C(F)(F)F)c1CCN1CCOCC1)CCCN4CCC3 | 50.5%[activator] | 60.6%[activator] | -2.3% | 59.9%[activator][12.7 µM] | -1.4% | 23.6% | ? | -8.6% | 7.9%
COC(=O)C(C)Oc1cc(OC(C)C(=O)OC)c2c(-c3ccccc3)cc(=O)oc2c1 (centres undefined) | -6.0% | 29.5% | -3.2% | 0.4%[2.33 µM] | 72.5%[activator] | -9.8% | 1.5% | i | -7.5%
COc1cccc2cc(C(=O)NCCc3c(C)[nH]c4ccc(F)cc34)c(=O)oc12 | -19.2% | 34.5% | -2.3% | -1.2%[59 µM] | ? | 4.1% | 8.4% | i | -1.0%
Nc1ccccc1C(=O)Nc1nccs1 | -33.4% | 65.0%[activator] | -2.4% | -24.1% | -25.0% | 0.7% | 2.3% | -2.7% | 0.8%
COc1ccc(S(=O)(=O)N2CCN(C)CC2)c2ccccc12 | -5.3% | 38.1% | 3.5% | ? | 38.9%[activator] | -17.6% | -4.6% | i | -3.0%
CCOC(=O)c1c(-c2ccc(C)o2)csc1NC(=O)CSc1nnc(C)s1 | -6.7% | -2.2% | -11.0% | ? | -26.7% | -32.1% | 17.8% | -1.3%[11.5 µM] | 3.4%
CN(C)c1cccc(C(=O)Nc2cccc(S(=O)(=O)NC3=NCCC3)c2)c1 | ? | -1.8% | -0.9% | ? | 4.6% | -31.7% | 1.6% | 8.5% | 25.0%
CN(C)S(=O)(=O)N1CCC(Oc2cccc(C(=O)N3CCSCC3)c2)CC1 | -1.3% | 27.3% | -2.2% | 36.3% | 23.4% | -11.0% | 0.5% | i | -11.2%
CC(=O)c1sc(NC(=O)C2CCN(C(=O)c3ccccc3C)CC2)nc1-c1ccccc1 | -9.3% | 8.1% | / | -1.4%[12.7 µM] | -1.9% | -25.7% | -1.2% | -2.4% | -1.9%
O=C(NCc1ccccc1)C1CCCN(S(=O)(=O)c2ccc(F)cc2)C1 (centres undefined) | -4.1% | 28.0% | -0.5% | 16.8% | 26.3% | 4.2% | -5.5% | 3.4% | 5.3%
N#C/C(=C/c1cn(-c2ccccc2)nc1-c1cccc(OCc2ccccc2)c1)C(=O)NCCCn1ccnc1 | 10µM* | ? | -7.2% | -11.3%[59 µM] | 7.4% | 39.8µM* | ? | -4.4% | 4.6%

Laid out differently: entries from further up
SMILES	BAZ2B block	HP1b binding inh	BLM inh	G9a block	Pol iota inh	JMJD2A Tudor inh	Pin1 inh	PGK inhibitor	GLS inhibitor
COc1ccccc1N1CCN(Cc2nc(N)nc(Nc3ccccc3)n2)CC1	-94.7%	14.0%	-1.0%	79.4µM*	-9.3%	50.1µM*	2.7%	12.8%	49.6%[activator]
CC(=O)Nc1cccc(/C(C)=N/NC(=O)c2ccccc2Cl)c1	-0.8%	23.0%	3.0%	39.7%[59 µM]	25.9%	-0.7%	0.5%	3.3%	1.2%

Bioassay records (PubChem)
